TNAP inh pNP = human TNAP inhibition, p-nitrophenol detection; P05186; purified TNAP, pNPP hydrolysis, absorbance 405 nm; inhibition, % at 20 µM; 21,000 tested, under 10 active; AID 615;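 further: 0% = DMSO only wells and 100% = 1 mM levamisole wells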
Target sequence (P05186 whole entry, looked up): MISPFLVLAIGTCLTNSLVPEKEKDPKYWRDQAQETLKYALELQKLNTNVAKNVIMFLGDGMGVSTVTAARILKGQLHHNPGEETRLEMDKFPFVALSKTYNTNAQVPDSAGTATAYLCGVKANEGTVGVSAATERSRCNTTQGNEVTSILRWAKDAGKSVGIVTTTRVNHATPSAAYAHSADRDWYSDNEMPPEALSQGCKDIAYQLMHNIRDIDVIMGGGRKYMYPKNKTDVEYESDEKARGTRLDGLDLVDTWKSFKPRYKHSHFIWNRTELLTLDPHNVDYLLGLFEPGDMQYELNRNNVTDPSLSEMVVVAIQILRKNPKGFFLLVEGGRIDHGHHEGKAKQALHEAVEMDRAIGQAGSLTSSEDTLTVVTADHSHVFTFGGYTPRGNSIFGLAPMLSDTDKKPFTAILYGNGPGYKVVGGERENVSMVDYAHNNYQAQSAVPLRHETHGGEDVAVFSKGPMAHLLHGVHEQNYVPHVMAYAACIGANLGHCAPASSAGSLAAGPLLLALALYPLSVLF
TNAP inh Pi = blocks human TNAP phosphate release; P05186; purified TNAP, pNPP, malachite green phosphate absorbance; inhibition, % at 20 µM; 21,000 tested, under 10 active
An asterisk follows results filed as active.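 How the source made its calls: active means inhibition above 50% at the 20 µM single-dose screen; inactive means the rest.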 This is a subset; the hit share may differ from the screen's.

SMILES	TNAP inh pNP	TNAP inh Pi
CC(=O)C1=C(O)C(=O)N(Cc2ccco2)C1c1ccccc1 (stereo not given)	3	9
N#Cc1ccc(-c2nnnn2-c2ccc3c(c2)OCO3)cc1	5	19
Cc1ccc2c(C)nc(NC3=NCN(CCc4ccccc4)CN3)nc2c1	4	8
COC(=O)C1CCCN1S(=O)(=O)c1ccc2ccccc2c1 (stereo not given)	4	12
O=C(C1CCCO1)N1CCN(c2ncccn2)CC1 (stereo not given)	2	8
COCCn1c(SCC(=O)Nc2ccc(S(=O)(=O)N3CCOCC3)cc2)nc2ccccc21	1	6
Cc1ccc(-n2nnnc2SCC(=O)NC(=O)Nc2ccc3c(c2)OCCO3)cc1	8	21
Nc1ccc2c(c1)N1CCN=C1S2	6	-1
Cc1nc2n(n1)CC(O)CS2 (stereo not given)	4	14
O=C(Nc1ccc(Oc2ccc(Cl)cc2)cc1)c1ncn[nH]1	4	14
O=C(Nc1ccc(N2CCOCC2)cc1)C1(S(=O)(=O)c2ccccc2)CC1	0	2
CCCn1c(=N)n(CC(=O)c2ccco2)c2ccccc21	1	8
CSc1nc(C)c(Oc2ccccc2)c(=O)n1C	-8	-5
CCCc1nc(N2CCOCC2)c(C#N)c2c1CCCC2	5	9
N#C/C(C(=O)NCc1ccco1)=C1/SC(Cc2ccc(Cl)cc2)C(=O)N1c1ccccc1 (stereo not given)	2	7
Cc1cc(C)n2nc(NCc3cccc(Br)c3)nc2n1	2	6
C=C(C)CSc1nncn1/N=C/c1ccc(OC)cc1	3	11
CC1(C)CN(O)CCN1O	-14	-12
Cn1c(=O)[nH]c(=O)c2c1nc(Br)n2Cc1ccccc1Cl	-3	0
C=CCN(C(=O)CCC(=O)O)C1CC(=O)N(c2ccc(OCCC)cc2)C1=O (stereo not given)	3	7
Cc1ccc(CNS(=O)(=O)c2ccc(C(C)(C)C)cc2)n1C	6	15
COCCCn1cnc2c(c1=O)c1nc3ccccc3nc1n2-c1ccc(C)cc1	-8	-7
CCN(CC)CCSc1nc(O)c(-c2ccccc2)c(=O)[nH]1	5	10
Cc1cc(C(=O)NCc2ccco2)cs1	0	1
C=CCn1c(SC/C=C/c2ccccc2)nnc1-c1sc(N)nc1C	4	9

Two of these compounds, set out differently.
Values run as follows: TNAP inh pNP	TNAP inh Pi
COCCn1c(SCC(=O)Nc2ccc(S(=O)(=O)N3CCOCC3)cc2)nc2ccccc21
    1	6
CCCc1nc(N2CCOCC2)c(C#N)c2c1CCCC2
    5	9

Molecules above containing a furan ring, fused or not, in the order listed:
SMILES	TNAP inh pNP	TNAP inh Pi
CC(=O)C1=C(O)C(=O)N(Cc2ccco2)C1c1ccccc1 (stereo not given)	3	9
CCCn1c(=N)n(CC(=O)c2ccco2)c2ccccc21	1	8
N#C/C(C(=O)NCc1ccco1)=C1/SC(Cc2ccc(Cl)cc2)C(=O)N1c1ccccc1 (stereo not given)	2	7
Cc1cc(C(=O)NCc2ccco2)cs1	0	1

Full records, looked up by structure. Values in the order: TNAP inh pNP | TNAP inh Pi
Listed for Cc1nc2n(n1)CC(O)CS2 (stereo not given) : 4 | 14
Listed for CCCn1c(=N)n(CC(=O)c2ccco2)c2ccccc21 : 1 | 8
Listed for CSc1nc(C)c(Oc2ccccc2)c(=O)n1C : -8 | -5
Listed for Cn1c(=O)[nH]c(=O)c2c1nc(Br)n2Cc1ccccc1Cl : -3 | 0
Listed for Cc1ccc2c(C)nc(NC3=NCN(CCc4ccccc4)CN3)nc2c1 : 4 | 8

(listing goes on)
SMILES	TNAP inh pNP	TNAP inh Pi
Cn1c(N2CCCC2)nc2c1c(=O)n(Cc1ccc(F)cc1)c(=O)n2C	2	9
CC1(C)Cc2nc(N)c(C(=O)NCCO)cc2CO1	3	8
CC(=O)Nc1nc2n(n1)C(c1ccc(F)cc1)C=C(c1ccccc1)N2 (stereo not given)	-5	2
COc1ccccc1NC(=O)C1CCCCC1	6	1
Cn1nnnc1SCC(=O)NCc1cccc(C(=O)O)c1	2	1
O=C(NC1CCCCC1)N1CCSC1=Nc1ccccc1	0	1
CCc1noc(C)c1C(=O)N1CCOCC1	-4	4
O=C(CN1C(=O)C2CCCN2C(=O)c2ccccc21)Nc1ccccc1-n1cccc1 (stereo not given)	6	4
CCOc1cc(NC(=O)C2CC2)c(OCC)cc1NC(=O)c1cccnc1	0	2
O=C(CCCCC(=O)N1CCN(c2ccccc2)CC1)N1CCN(c2ccccc2)CC1	0	0
COc1ccc(C)cc1NC(=O)c1ccc(N(C)S(C)(=O)=O)cc1	3	-2
COc1ccc2nc(N3CCCC3)[nH]c2c1	5	8
CCn1c(NC(=O)c2cccs2)c(-c2cccs2)c(=O)c2ccccc21	5	-21
Cc1cc2nnc(SC(C)C#N)n2c2ccccc12 (stereo not given)	5	-10
COc1ccc(N2CCN(c3nc(=S)n(-c4ccccc4)c(C)c3C(C)=O)CC2)cc1	0	8
CC(C)(C)c1ccc(C(O)CCCN2CCC(C(O)(c3ccccc3)c3ccccc3)CC2)cc1 (stereo not given)	0	0
CC(Oc1ccc(C(=O)NC2CCCCC2)cc1)C(=O)O (stereo not given)	0	8
Fc1ccccc1N1CCN(c2ncnc3[nH]ncc23)CC1	5	19
COC(=O)c1c(C)oc2ccc(NS(=O)(=O)c3cc(OC)ccc3OC)cc12	3	13
O=C(OCC(=O)N(C1CCCCC1)C1CCCCC1)c1ccncc1	-1	14
CCSc1nnc(NC(=O)c2cc(C)on2)s1	0	3
Cn1cnc2c1c(=O)n(Cc1c(Cl)cccc1Cl)c(=O)n2C	2	8
CN(C)CCC(=O)c1ccc2c(c1)OCO2	-1	10
Cc1ccc(NC(=O)CSc2nnc(-c3ccco3)c(-c3ccco3)n2)cc1	7	-5
O=C(CCSc1nc(-c2ccco2)cc(C(F)(F)F)n1)NCc1ccccn1	3	6

New compounds follow:
SMILES	TNAP inh pNP	TNAP inh Pi
Cc1ccc2c(c1)c(C)cc(=O)n2CCC(=O)O	4	9
CCCC(=O)N1CCc2[nH]c3ccccc3c2C1	11	7
Cc1sc2nc(CN3CCOCC3)nc(N3CCC(C(N)=O)CC3)c2c1C	5	11
COc1ccc2c(c1OC)C(=O)NC(C)=C(C(=O)OC(C)(C)C)C2O (stereo not given)	5	9
Cc1occc1-c1nnc(SCC(=O)N2CC(=O)Nc3ccccc32)n1CC(C)C	4	10
O=C1c2ccccc2S(=O)(=O)N1CC(O)Cn1ccc2ccccc21 (stereo not given)	-6	1
N#Cc1nc(-c2ccc(OCc3ccc(Cl)cc3)cc2)oc1N1CCC(C(N)=O)CC1	5	11
CCN1C(=O)c2c(C)nc3ccccc3c2C1=O	3	-10
COC(=O)c1ccc(C2C(C(=O)c3cc4ccccc4o3)=C(O)C(=O)N2CCCN(C)C)cc1 (stereo not given)	-5	8
CCn1c(SCC(=O)NCc2ccc3c(c2)OCO3)nnc1-c1cccs1	3	8
O=c1c2[nH]c3ccccc3c2ncn1Cc1cccnc1	2	9
COc1ccc(Cl)cc1NC(=O)N1CCN(C2CCCCC2)CC1	0	7
CCc1nc2oc(C(=O)c3ccccc3)c(N)c2c2c1COC(C)(C)C2	0	0
CC(=O)C1=C(O)C(=O)N(c2cccc(C(=O)O)c2)C1c1ccc(F)cc1 (stereo not given)	1	6
CCn1c(=O)c2c(nc3n2CCCN3CCc2ccccc2)n(C)c1=O	2	6
COc1ccc(S(=O)(=O)Nc2nnc(C(C)C)s2)cc1	0	6
CCOC(=O)COc1ccc2cc(C(=O)OCC)c(=O)oc2c1	-2	2
O=C(NCN1CCN(c2ccccn2)CC1)c1cnccn1	-13	-6
COc1ccc(OC)c(-n2nnnc2SCC(=O)Nc2ccc(C(=O)N3CCCCC3)cc2)c1	-2	3
Cc1ccc(C(=O)CSc2ncn[nH]2)cc1	7	13
Cc1nc(N)sc1-c1nnc(SCC(=O)Nc2nccs2)n1C	1	5
Cc1nc(N2CCN(Cc3ccccc3)CC2)c(C#N)c2c1COC(C)(C)C2	6	11
O=C(c1ccc(N2C(=O)C3CC=C(Cl)CC3C2=O)cc1)N1CCCCC1 (stereo not given)	6	6
COc1ccc(CCn2c(N3CCN(Cc4ccccc4)CC3)nc3c2c(=O)[nH]c(=O)n3C)cc1	4	9
CN1[C@@H]2CC(OC(=O)[C@H](CO)c3ccccc3)C[C@H]1[C@@H]1O[C@@H]12 (stereo not given in full)	6	11

Taken from above.
N#Cc1nc(-c2ccc(OCc3ccc(Cl)cc3)cc2)oc1N1CCC(C(N)=O)CC1 – TNAP inh pNP: 5
CN1[C@@H]2CC(OC(=O)[C@H](CO)c3ccccc3)C[C@H]1[C@@H]1O[C@@H]12 (stereo not given in full) – TNAP inh Pi: 11
CC1(C)Cc2nc(N)c(C(=O)NCCO)cc2CO1 – TNAP inh pNP: 3
O=C(NCN1CCN(c2ccccn2)CC1)c1cnccn1 – TNAP inh pNP: -13

New compounds follow.
SMILES	TNAP inh pNP	TNAP inh Pi
CC1=C(C(=O)NCc2ccccc2)C(c2ccc(C)o2)n2ncnc2N1 (stereo not given)	1	8
Cc1cccc(CN2CCN(C(=O)c3ccccc3F)CC2)c1	-4	-36
Cc1cc(N2CCCCC2)n2nc(C)c(-c3ccccc3)c2n1	1	7
c1ccc2c(c1)[nH]c1c(N3CCCC3)ncnc12	4	10
CSc1nnc(-c2ccccc2)o1	7	8
CC(C)(C)C(=O)c1sc(Nc2ccccc2)nc1N	4	13
COc1cccc(NC2=NC3(CCCCC3)N=C(N)N2)c1	-2	3
COC(=O)CSc1nc(N2CCCCC2)c2c(c1C#N)CCCC2	6	10
Cc1cccc(OCC(=O)Nc2ccccc2N2CCCCC2)c1	6	14
c1ccc(Nc2cc(-c3ccccc3)nc3ncnn23)cc1	0	0
COc1ccccc1-c1c(C)c(C)nc(N)c1C#N	-11	-6
Cn1c(=O)c2c(nc(NCCCO)n2Cc2cccc(C(F)(F)F)c2)n(C)c1=O	-12	-17
CCn1c(SCC(N)=O)nnc1-c1ccc2[nH]c(C)c(C)c2c1	4	16
O=C(Nc1nnc(SCC(=O)N2CCCCC2)s1)c1cccs1	2	7
CC(=O)C1=C(O)C(=O)N(c2ccc(S(N)(=O)=O)cc2)C1c1ccccc1F (stereo not given)	1	9
Cc1ccc(S(=O)(=O)NC2=NCN(Cc3cccnc3)CN2)cc1	-4	6
Brc1c(CSc2nc3ccccc3o2)nc2ncccn12	-1	4
CCN=C1SC(C(N)=O)CC(=O)N1CC (stereo not given)	0	5
CCN(CC)c1ccc(NC(=O)CSc2nc3ccccc3c(=O)[nH]2)cc1	4	10
CCC(=O)Nc1ccc2nc(C)n(CC(=O)Nc3ccccc3)c(=O)c2c1	0	8
O=C(CN1C(=O)c2ccccc2S1(=O)=O)NC1CCCC1	6	3
O=C(c1cccs1)N(CC1CCCO1)c1nc(-c2ccccc2)cs1 (stereo not given)	7	9
Cc1ccc(NC(=O)CS(=O)CC(=O)N(CC(=O)NC2CCCC2)c2cc(C)ccc2C)cc1 (stereo not given)	4	9
O=C(c1ccco1)c1cn(CC(=O)N2CCCCC2)c2ccccc12	9	17
Cc1c(=O)n(OCc2c(F)cccc2F)c2ccccc2[n+]1[O-]	4	8

Continuation.
SMILES	TNAP inh pNP	TNAP inh Pi
CCn1c(-c2cccc(Br)c2)n[nH]c1=S	0	4
Nc1nnnn1/N=C/c1cccs1	0	0
CC1=C(C#N)C(NC(=O)c2ccco2)(C(F)(F)F)C(=O)N1 (stereo not given)	4	-6
O=C(Nc1sc2c(c1C(=O)NC1CC1)CCCCCC2)c1ccco1	-6	-4
COc1cccc(OCCN2CCN(c3ncnc4c3cnn4-c3ccccc3)CC2)c1	2	10
COc1ccc(OC)c(C2=Nn3c(nnc3-c3cc(OC)c(OC)c(OC)c3)SC2)c1	6	13
CCOC(=O)N1CCC(NS(=O)(=O)c2ccc3c(c2)oc(=O)n3C)CC1	-11	-6
N#Cc1c(N)n(C2CCCCC2)c2nc3ccccc3nc12	-6	3

Screening data as filed in PubChem.
